hcDAF-12 act: H. contortus DAF-12 activation, primary screen; HEK293 hcDAF-12 lit1-tk-luc reporter, luminescence; 0% DMSO, 100% Δ7-dafachronic acid; activation, % at 6.8 µM; 370,000 tested, 1.4% active;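 active = activation above the mean of all tested compounds plus 3 SD, cut at about 5.5% in these data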;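 also: 100% = response to 3 µM Δ7-dafachronic acid high control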
DAX1 inh-1: NR0B1 (DAX1) inhibition | 340,000 tested, 0.99% active | AID 504766 | P51843 | inhibition, % at 6.75 µM | HEK293 Gal4-DAX1 luciferase reporter, luminescence;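 active = inhibition above the mean over all tested compounds plus 3 SD, cut at about 4.2% in these data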;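 also: 0% = DAX1-transfected cells with DMSO and 100% = empty-vector control cells with DMSO; inhibition shows as a rise in luminescence from relieved DAX1 repression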
PLC-beta3 inh: blocks human PLC-beta3 enzyme activity; Q01970; inhibition, % at 12.2 µM; AID 720704; 370,000 tested, 0.18% active; Purified PLC-beta3, fluorogenic substrate, fluorescence; in the data active = inhibition above about 11%;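 also: 0% = median of compound wells on plate and 100% = full blocker control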
ssDAF-12 act: activators of S. stercoralis DAF-12 nuclear receptor | AID 652126 | 370,000 tested, 1% active | HEK293 ssDAF-12/GRIP1 lit1-tk-luc reporter, luminescence; % of 3 µM dafachronic acid response | activation, % at 6.8 µM;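 active = activation above the mean over all tested compounds plus 3 SD, cut at about 0.9% in these data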;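 also: 0% = DMSO-only wells and 100% = 3 µM delta7-dafachronic acid wells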
PLCg1 inh: inhibitors of human phospholipase C gamma1; P19174; purified PLC-gamma1, fluorogenic substrate, fluorescence; inhibition, % at 12.2 µM; 370,000 tested, 0.84% active; AID 720700; in the data active = inhibition above about 9.5%
ADAM17 inh: inhibitors of human ADAM17; P78536; recombinant ADAM17, EDANS/DABCYL FRET peptide cleavage; inhibition, % at 6.95 µM; 370,000 tested, 0.83% active;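 active = inhibition above the mean of compounds lying between control limits plus 3 SD, set per campaign, cut at about 8.5% in these data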;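 also: 0% = DMSO-only wells as the low control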
Target sequence (P78536 215-824 limits assumed): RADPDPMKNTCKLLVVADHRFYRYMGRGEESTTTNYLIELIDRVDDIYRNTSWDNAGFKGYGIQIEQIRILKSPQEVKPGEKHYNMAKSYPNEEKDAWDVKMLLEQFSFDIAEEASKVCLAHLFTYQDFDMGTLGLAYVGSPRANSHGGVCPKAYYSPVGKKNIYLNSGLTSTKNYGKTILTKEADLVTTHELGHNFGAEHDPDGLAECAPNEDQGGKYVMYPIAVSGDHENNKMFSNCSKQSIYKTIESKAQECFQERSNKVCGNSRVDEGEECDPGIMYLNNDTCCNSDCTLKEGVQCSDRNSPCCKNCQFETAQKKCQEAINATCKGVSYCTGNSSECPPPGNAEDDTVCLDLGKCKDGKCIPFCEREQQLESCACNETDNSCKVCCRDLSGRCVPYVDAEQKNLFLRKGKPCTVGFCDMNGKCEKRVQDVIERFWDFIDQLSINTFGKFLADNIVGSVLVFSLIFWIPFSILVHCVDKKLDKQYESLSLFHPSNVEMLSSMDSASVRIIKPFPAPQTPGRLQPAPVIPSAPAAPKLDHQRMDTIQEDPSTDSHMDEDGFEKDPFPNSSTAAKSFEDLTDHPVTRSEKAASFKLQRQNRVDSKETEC
SMARCA2 act: activators of SMARCA2 function; MG213 cells, MMTV-luciferase reporter, dexamethasone, overnight; activation, % at 9.1 µM; 370,000 tested, 1% active; AID 652017; in the data active = activation above about 7.8%;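 also: 0% = vehicle wells and 100% = reference activator wells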
Rev-erbA mod: modulators of human Rev-erb alpha DNA binding | 370,000 tested, 0.79% active | P20393 | Rev-erbα–FITC-DNA binding, fluorescence polarization, 90 min | activity, % at 10 µM;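 active = activity above about 14%, limit read from the data; passing the limit was not always enough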;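 also: 0% = DMSO wells with 35 nM protein and 100% = DMSO wells with 750 nM protein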
DAX1 inh-2: inhibitors of DAX1 repression of SF-1 activated StAR promoter; HEK293T StAR-luciferase reporter, SF-1/DAX-1 repression relief; inhibition, % at 6.8 µM; 370,000 tested, 1.1% active; AID 652010;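 active = inhibition above the mean over all tested compounds plus 3 SD, cut at about 3.6% in these data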;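 also: 0% = DAX-1 cells with DMSO and 100% = cells lacking DAX-1 with DMSO; higher inhibition means more luminescence from relief of DAX-1 repression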
MBD2 inh: inhibitors of human MBD2 binding to methylated oligonucleotide | Q9UBB5 | TR-FRET | inhibition, % at 4.4 µM | 370,000 tested, 0.31% active | AID 686964; in the data active = inhibition above about 13%
Target sequence (Q9UBB5 whole entry, looked up): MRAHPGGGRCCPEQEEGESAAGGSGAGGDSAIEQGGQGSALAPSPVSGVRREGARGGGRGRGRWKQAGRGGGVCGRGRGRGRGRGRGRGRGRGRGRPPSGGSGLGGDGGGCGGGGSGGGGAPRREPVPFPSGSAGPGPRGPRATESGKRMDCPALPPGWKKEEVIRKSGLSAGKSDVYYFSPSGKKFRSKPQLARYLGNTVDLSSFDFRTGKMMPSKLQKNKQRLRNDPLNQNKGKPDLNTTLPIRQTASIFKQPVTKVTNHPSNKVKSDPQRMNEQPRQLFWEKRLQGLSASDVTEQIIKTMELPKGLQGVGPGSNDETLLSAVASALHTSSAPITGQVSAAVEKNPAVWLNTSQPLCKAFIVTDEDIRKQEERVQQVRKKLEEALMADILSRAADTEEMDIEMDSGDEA
hgDAF12 agonist: activates the H. glycines DAF-12 receptor ligand-binding domain | HEK293 GAL4-hgDAF12 UAS-luciferase reporter, agonist luminescence; normalized to butyrate control | activation, % at 6.8 µM | 370,000 tested, 1.8% active | AID 687014;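 active = activation above a cutoff set at the mean of all screened compounds plus 3 SD, cut at about 10% in these data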;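 also: 0% = DMSO wells and 100% = sodium butyrate wells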
An asterisk follows results filed as active; / = no result given.

SMILES	hcDAF-12 act	DAX1 inh-1	PLC-beta3 inh	ssDAF-12 act	PLCg1 inh	ADAM17 inh	SMARCA2 act	Rev-erbA mod	DAX1 inh-2	MBD2 inh	hgDAF12 agonist
O=C(CCN1C(=O)c2ccccc2C1=O)N1CCN(c2ccccn2)CC1	2.0	1.0	3	-0.6	-1	-4	-1	1	0.4	8	-0.4
CCN(C(=O)CSc1nc2cc(S(=O)(=O)N(CC)CC)ccc2n1CC)C1CCS(=O)(=O)C1 (stereo not drawn)	-1.0	-0.6	-3	-0.3	-10	1	-1	-2	-1.1	0	4.0
CCOC(=O)c1cccc(NC(=O)CN(C)S(=O)(=O)c2cc3ccccc3s2)c1	-1.9	/	1	-1.7	0	4	-7	-5	-0.8	-4	-0.8
CC(Oc1ccc(C(=O)c2ccccc2)cc1)C(=O)Nc1ccc(S(N)(=O)=O)cc1 (stereo not drawn)	-2.6	0.3	-3	-1.4	4	3	-3	6	-1.1	-1	-2.3
COCc1ccc(C(=O)N2CCCC(C(=O)c3ccc(SC)cc3)C2)s1 (stereo not drawn)	-0.8	0.1	-18	-1.0	0	0	-4	7	-2.0	-1	-0.4
CCc1ccc(NC(=O)CS(=O)CC(=O)Nc2ccc(-n3cnnn3)c(C)c2)cc1 (stereo not drawn)	-2.0	-0.1	-4	-1.4	1	2	-2	-3	0.3	-5	-1.2
O=C(OCCN(C1=NS(=O)(=O)c2ccccc21)c1ccc(Cl)cc1)c1ccco1	-1.9	-0.6	1	-1.2	0	1	-5	3	0.8	-2	0.7
OC(CSc1ccccc1Cl)CN1CCN(c2ccc(F)cc2)CC1 (stereo not drawn)	-1.1	0.3	6	-1.7	4	0	0	2	-0.9	-5	-0.9
Cc1ccc(-c2nnc(SCC(=O)N/N=C/c3ccc(C)s3)n2-c2ccccc2)cc1	-1.5	0.4	-1	-0.8	-17	-2	-1	-2	0.1	2	0.6
COc1ccc(-c2nn(-c3ccccc3)cc2C(=O)Nc2cccc(C(=O)O)c2)cc1[N+](=O)[O-]	1.6	2.6	0	-0.8	0	-3	-1	2	0.4	4	2.4
COc1ccc(CCN2C(=O)C3C(C2=O)C2C=CC3C23CC3)cc1OC (stereo not drawn)	-1.5	2.0	5	-1.2	0	1	-2	2	0.1	-4	0.0
COc1cccc(C2C(C(N)=O)=C(C)Nc3nc(CCCO)nn32)c1 (stereo not drawn)	-0.1	0.4	-10	-0.1	-5	-6	-1	2	0.6	3	3.7
CCn1cc(CN(C)S(=O)(=O)c2ccc3ccccc3c2)c(C)n1	-5.6	-2.6	1	-2.8	-3	0	-7	1	-2.6	0	-8.1
Cc1nc(NC2=NCN(Cc3cccnc3)CN2)nc2ccccc12	0.4	1.7	3	-1.8	-1	0	-2	-1	0.7	-2	1.1
CCS(=O)(=O)N1CCC(C(=O)Nc2ccc(C(C)=O)cc2)CC1	-2.1	0.6	-6	-1.4	1	-1	2	-2	-0.1	-5	-0.3
O=S(=O)(Nc1ccon1)c1ccc(Br)s1	1.4	1.1	-7	-1.2	-1	-3	-1	-5	0.5	2	1.0
O=C(c1ccco1)N1CCCC(c2nc(-c3ccc(S(=O)(=O)NCc4ccccc4)cc3)no2)C1 (stereo not drawn)	-4.1	-3.0	-1	-2.8	1	-2	-4	-7	-2.9	5	-6.6
O=C(O)c1ccc(Cl)c(NC(=S)NC(=O)c2ccccc2[N+](=O)[O-])c1	-1.2	3.5	2	-2.0	4	-4	-2	-3	-0.2	1	-0.7
COc1ccc(N(C)C(=O)CN(C)S(=O)(=O)c2ccc3c(c2)c(=O)n(C)c(=O)n3C)c(OC)c1	1.3	0.0	-4	-1.0	-2	0	-1	-3	-1.6	-11	0.5
N#Cc1cc(-c2ccccc2)cn(Cc2c(Cl)cccc2Cl)c1=O	-1.5	0.4	1	-1.2	-1	-10	-6	18	-0.1	4	-0.6
CCCCCn1c(CN2CCN(Cc3ccccc3)CC2)nc2c1c(=O)[nH]c(=O)n2C	-2.2	0.1	-3	0.2	-2	-6	0	-2	0.2	2	-1.4
Cc1cc2ncc(-c3ccccc3)nc2cc1C	14*	5.0*	-7	1.7*	0	-13	2	-2	3.3	2	19*
Cc1ccccc1NC(=O)OCc1cccnc1Oc1ccc(Cl)cc1	-1.0	-1.3	-1	-1.0	3	3	-2	5	-0.3	-2	-3.5
COc1cc(OC)cc(-c2sc3ccc(OC)cc3c2-c2ccc3cc[nH]c3c2)c1	0.2	1.0	-50	0.2	-39	6	-1	-3	0.2	1	0.6
N#Cc1ccc(-c2ccco2)nc1SCc1ccccc1	-1.7	1.2	-15	-1.2	-13	-18	-1	4	-1.2	0	-0.2
Cc1ccc(-c2nnc(SC(C)C(=O)NCC3CCCO3)nc2-c2ccc(C)cc2)cc1 (stereo not drawn)	-1.0	-0.7	0	-1.1	1	3	-2	-7	-1.8	-2	2.9
Cc1ccccc1OCC(=O)N/N=C/c1ccccn1	-0.4	1.4	1	-1.0	-2	1	-1	3	0.1	-2	-3.0
O=[N+]([O-])/C=C1\C=CC=CN1Cc1ccc(Cl)cc1	0.9	2.0	-3	-0.8	3	0	1	-1	-0.2	3	4.3
COc1ccc(OC)c(C2CC(=O)N3CN(c4ccc(C)c(Cl)c4)CSC3=C2C#N)c1 (stereo not drawn)	2.5	0.2	-2	-1.6	1	-2	1	3	1.2	-2	-2.5
C[C@@H]1CCC[C@@]2(O[C@H](CCO)C[C@@H](O)[C@@H]2O)O1	0.0	2.2	3	-1.1	3	2	0	-3	0.4	3	0.6
CC(C)(C)OC(=O)N[C@H]1C=C[C@@H](OC(=O)CC(=O)OCC(F)(F)F)C1	-0.4	-0.1	2	-0.6	1	3	-3	0	1.1	-7	-1.8
O=C(CC1CC2CCC1C2)NCCc1ccc(Cl)cc1 (stereo not drawn)	-1.2	0.1	-6	-1.0	2	1	-2	-2	-0.3	-2	0.7
CCN(CC)c1ccc(/C=N/NC(=O)c2ccc([N+](=O)[O-])cc2)cc1	0.1	0.8	-3	-1.2	1	-3	1	-7	-0.5	-1	2.2
CCOC(=O)NNC1CC(=O)N(c2ccccc2)C1=O (stereo not drawn)	0.2	1.3	0	-0.8	-1	-4	0	-2	0.5	3	3.9
Cc1ccc(S(=O)(=O)N2CCCC(C(=O)N3CCCc4ccccc43)C2)cc1 (stereo not drawn)	-0.3	-0.7	1	-1.0	1	-1	5	13	-0.8	-5	2.1
CN(Cc1ccc(Cl)c(Cl)c1)C(C(=O)NCc1ccccc1)c1ccco1 (stereo not drawn)	1.6	/	-5	-0.3	-4	0	0	-3	1.6	4	1.3
CSc1sc(C(=O)NC(=O)NCc2ccncc2)c(C)c1-c1ccon1	-1.6	-0.9	-14	-2.2	-4	-5	1	-1	-0.6	-2	2.6
CCOc1ccc(N2CC(C(=O)N3CC(C)OC(C)C3)CC2=O)cc1 (stereo not drawn)	0.4	0.1	-7	-0.9	-2	-1	0	-1	0.0	1	1.0
O=c1c2c(-c3cccs3)csc2ncn1-c1ccccc1	-1.0	0.3	-19	-1.3	-17	-10	0	0	-0.3	-3	-1.6
Cc1ccn(-c2ccc([N+](=O)[O-])cc2)n1	-0.6	0.3	1	-1.1	2	-4	1	7	0.6	-2	-1.1
CCOC(=O)c1cc2c(ccn2C)n1CC(=O)Nc1ccc(F)cc1	0.0	-0.1	-7	-1.4	-1	-5	-2	0	-0.2	-2	-2.8
CCCCCc1nc(-c2nonc2N)no1	-0.7	-0.6	-2	-0.5	-4	0	-2	-8	0.2	-7	1.3
CCNC(=S)NNC(=O)c1cc(-c2ccc(OC)cc2)nc2ccccc12	4.8	-3.1	-462	0.6	-386	-50	2	-6	5.5*	-1	18*
COc1cc(OC)c(S(=O)(=O)NCc2cccnc2)cc1NC(C)=O	0.5	2.6	1	-1.4	0	-2	4	-2	-0.3	-6	3.1
CC(C)CN(C(=O)c1cccc(S(=O)(=O)N2CCN(c3ccc(F)cc3)CC2)c1)C1CCS(=O)(=O)C1 (stereo not drawn)	-0.2	0.5	-6	-0.8	2	-3	4	2	0.6	-4	-0.4
Cc1cc(C)n(CC(=O)NN)n1	-0.9	-0.8	3	-1.0	0	-2	0	-3	0.1	0	-1.2
COC(=O)c1cn(C)c2ccc(S(=O)(=O)N3CC(C)CC(C)C3)cc2c1=O (stereo not drawn)	-0.9	-0.3	-1	-1.6	-1	0	-3	-3	0.4	21*	1.2
CCCCNCc1cc(OCC)c(OCC)cc1Br	-0.4	/	-2	-0.8	1	-3	-1	-3	1.1	0	1.0
COCCNC(=O)C1CC(=O)N(c2ccc(OC)cc2)C1c1ccc(OC)cc1 (stereo not drawn)	-0.3	-0.1	-6	-1.6	3	-2	1	2	-0.1	-5	-0.5
Cc1ccc(S(=O)(=O)N2[C@@H](c3ccccc3)C(C(=O)O)=CC[C@H]2c2ccc(C(C)C)cc2)cc1	-0.8	0.5	-12	-1.1	4	-3	1	-3	-0.6	8	0.5

Additional structures follow:
SMILES	hcDAF-12 act	DAX1 inh-1	PLC-beta3 inh	ssDAF-12 act	PLCg1 inh	ADAM17 inh	SMARCA2 act	Rev-erbA mod	DAX1 inh-2	MBD2 inh	hgDAF12 agonist
COc1ccc(Cl)cc1NC(=S)NCCCN1CCCC1=O	-0.8	1.5	-6	-1.0	2	-1	-1	3	-0.5	4	0.1
CN1/C(=C\C(=S)Nc2ccccc2)C(C)(C)c2ccccc21	-0.8	-1.2	1	-2.3	0	2	-5	0	-1.1	-1	-4.5
Cc1ccccc1-n1c(=O)cc(N2CCCCCC2)[nH]c1=O	-1.4	3.5	1	-0.3	-1	-1	-2	0	0.6	3	1.6
CC(O)CSc1nc2c(c(=O)[nH]c(=O)n2C)n1Cc1ccccc1Cl (stereo not drawn)	-2.2	-0.4	-2	-1.6	4	2	0	1	0.1	2	-0.8
C=CCN1C=C2C(=O)C(C)(OC(=O)C3CCCC3)C(=O)C(c3ccccc3)=C2C=C1CCCC(=O)OC (stereo not drawn)	-0.1	1.3	-20	-1.4	-16	-2	2	5	1.2	-4	0.0
Cc1ccc(S(=O)(=O)N2CCOCC2)cc1NC(=O)c1ccc(F)cc1F	-2.3	-0.2	-9	-1.4	3	-2	0	-5	-1.6	0	-2.8
CC(C)C[C@H]1CN([C@@H](CC(C)C)CN2CCCC2CN2C(=S)NC[C@@H]2Cc2ccc(O)cc2)C(=S)N1CC1CCCCCC1 (stereo partly drawn)	0.1	-1.0	-3	-0.2	0	-3	-2	2	0.7	4	1.7
C(=C\c1ccccc1)/CSc1nnc(COc2ccccc2)n1Cc1ccco1	1.1	/	-3	-1.0	-1	6	-2	-1	-0.7	-7	0.5
O=C(CSc1nc(=O)n(CCN2CCOCC2)c2c1CCCC2)Nc1cccc([N+](=O)[O-])c1	-0.7	0.0	19*	-0.8	3	-3	-1	-1	1.5	5	-1.9

Single values from the results shown:
For SMARCA2 act, CN1/C(=C\C(=S)Nc2ccccc2)C(C)(C)c2ccccc21 is listed with -5
For SMARCA2 act, C(=C\c1ccccc1)/CSc1nnc(COc2ccccc2)n1Cc1ccco1 is listed with -2

No enrichment for hits; about 7.4% have a hit in one of these screens.
